Screens from PubChem BioAssay.
12-hLO inh – qHTS Assay for Inhibitors of 12-hLO (12-human lipoxygenase); Polyunsaturated fatty acid lipoxygenase ALOX12 (Homo sapiens), P18054; purified 12-hLO, xylenol orange hydroperoxide absorbance; Potency, µM (top dose mostly 57.1 µM), for the others: at the highest dose activity change, negative = inhibition, hits mostly inhibitors; 0.12% of 150,000 active; AID 1452, 2008; further: potency means the concentration at half of the fitted maximal effect; nearly all actives have a fitted effect of over 55% in size; many of its hits are not listed in these tables
Target sequence (P18054 whole entry, looked up): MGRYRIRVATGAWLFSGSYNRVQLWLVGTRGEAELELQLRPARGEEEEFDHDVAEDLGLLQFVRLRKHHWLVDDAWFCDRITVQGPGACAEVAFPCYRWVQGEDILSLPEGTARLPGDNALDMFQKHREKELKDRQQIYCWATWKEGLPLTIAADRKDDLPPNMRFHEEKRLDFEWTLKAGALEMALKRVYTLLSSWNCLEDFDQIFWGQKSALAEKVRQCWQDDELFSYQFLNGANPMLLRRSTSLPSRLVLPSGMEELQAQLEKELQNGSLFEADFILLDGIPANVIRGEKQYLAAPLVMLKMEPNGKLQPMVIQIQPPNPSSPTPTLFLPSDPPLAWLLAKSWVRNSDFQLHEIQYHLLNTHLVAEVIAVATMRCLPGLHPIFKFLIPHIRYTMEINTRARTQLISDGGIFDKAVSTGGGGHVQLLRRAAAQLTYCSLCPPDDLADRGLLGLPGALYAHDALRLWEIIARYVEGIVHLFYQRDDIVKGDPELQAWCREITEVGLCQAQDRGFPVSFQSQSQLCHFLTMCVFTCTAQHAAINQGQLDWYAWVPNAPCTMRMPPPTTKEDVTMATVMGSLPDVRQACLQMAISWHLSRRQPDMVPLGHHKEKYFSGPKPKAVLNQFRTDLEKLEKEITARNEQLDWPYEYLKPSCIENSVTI
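Lipoxygenase turnover measured by absorbance at 573 and 405 nm after Fe-XO development. Human 12hLO 150 nM, arachidonate 40 uM, pH 7.0 Hepes buffer with detergent; 15 min compound preincubation, 30 min reaction.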
IMPase cell inh – qHTS Assay for Identifying the Cell-Membrane Permeable IMPase Inhibitors. CHO-M1 cells, IP1 accumulation, HTRF TR-FRET ratio. inhibition (IP1 accumulation), % at 46.1 µM. 120,000 tested, under 10 active. AID 901, 2007; active means well fitted curve in the direction sought with a large enough effect in the signal ratio, not every such curve was filed as active; inconclusive means small, poorly fitted or top-dose-only effect, or a change in a side signal; inactive means no such curve, though single readings can be large or run the other way; the % refers to the signal ratio;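 further: cells stimulated with carbachol in lithium chloride buffer; plate controls were DMSO basal wells for no effect and reference inhibitor wells for full effect; higher means more IMPase inhibition seen as more IP1 and lower FRET ratio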
Target sequence (P97697 whole entry, looked up): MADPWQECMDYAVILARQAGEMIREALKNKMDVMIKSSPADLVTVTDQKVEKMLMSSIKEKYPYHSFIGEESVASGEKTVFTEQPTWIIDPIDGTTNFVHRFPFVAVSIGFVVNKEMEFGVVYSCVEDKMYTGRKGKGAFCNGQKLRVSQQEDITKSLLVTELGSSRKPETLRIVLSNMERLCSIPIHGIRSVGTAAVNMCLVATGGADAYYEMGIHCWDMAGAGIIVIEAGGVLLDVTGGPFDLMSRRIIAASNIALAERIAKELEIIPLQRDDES
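Seeded CHO-M1 cells were dosed with compound at up to 46 uM, stimulated with carbachol for 30 min, then lysed in IP-One detection reagents. Higher IP1 lowers the TR-FRET signal.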
ALOX15B inhib – qHTS Assay for Inhibitors of 15-hLO-2 (15-human lipoxygenase 2); Potency, µM (highest dose often 57.1 µM), without a hit: at the highest dose activity change, negative = inhibition, most hits filed as inhibitors; Polyunsaturated fatty acid lipoxygenase ALOX15B (Homo sapiens), O15296; 0.56% of 110,000 active; purified 15hLO-2, xylenol orange hydroperoxide absorbance; further: potency means the concentration at half of the fitted maximal effect; nearly all actives have a fitted effect of over 60% in size; many of its hits are not listed in these tables
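Screening format was qHTS against 50 nM purified 15hLO-2 in Hepes pH 7.5 with detergent. Activity follows hydroperoxide formation from 45 uM arachidonic acid, measured as 573:405 nm absorbance ratio of the ferric-xylenol orange complex.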
PNC inhibitor – High Content Assay for Compounds that inhibit the Assembly of the Perinucleolar Compartment; PC3M PTB-GFP, PNC prevalence imaging, 16 h; hits give low values; activity change (PNC), negative = inhibition, % at 10 µM; 3.1% of 140,000 active; AID 2417, 2010;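 active means readout at or below -70, meaning at least 70% loss of cells showing the perinucleolar compartment, a nuclear body marking cancer cells; inconclusive means readout between -30 and a set limit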;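 further: plate controls were DMSO wells for no effect and camptothecin positive control wells for full effect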
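Compounds are pinned in duplicate onto adhered PC3M cells stably expressing GFP-tagged PTB and incubated 16 h at 37 C. Cells are then fixed, nuclei stained with Hoechst, and PNC-positive cells counted.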
An asterisk follows results filed as active; u = inconclusive; x = no result given; [ ] = dose if it differs, or a comment. Unless noted, the call rests on the fitted dose curve; in most records, active means well fitted curve in the direction sought with a large enough effect; inconclusive means small, poorly fitted or top-dose-only effect, or another doubt; inactive means no such curve, though single readings can be large; an effect the other way counts as inactive or inconclusive. Unless noted, on the % scale 0 is the no-effect control and ±100 the full control effect. A portion of the library; rates above refer to the full screens.

SMILES	ALOX15B inhib	IMPase cell inh	PNC inhibitor	12-hLO inh
COC1C(O)CC(=O)OC(C)C/C=C/C=C/[C@@H](OC2CCC(N(C)C)C(C)O2)C(C)C[C@@H](CC=O)[C@@H]1O[C@H]1OC(C)[C@H](O[C@@H]2C[C@@](C)(O)C(O)C(C)O2)C(N(C)C)C1O (some centres undefined)	16%	x	x	2%
Cc1ccc(NC(=O)c2c(C)nn(-c3ccccc3)c2Cl)cc1	x	5	-18	-9%
O=C(/C=C/c1cccc(C(F)(F)F)c1)Nc1cccc(C(F)(F)F)c1	6%	-7	-1	-29%
Cc1cc(C(=O)CSc2nnc(-c3ccc(OC(F)F)cc3)o2)c(C)n1Cc1cccs1	-7%	3	-19	-11%
CCCCOc1ccc(C(=O)N2CCCCCC2)cc1	-1%	-7	-22	-2%
O=C(c1ccccc1Sc1cccc2ccccc12)N1CCOCC1	x	14	u	1%
CSc1ccc(N2C(=O)NC3(CCCCC3)C2=O)cc1	-4%	15	u	-3%
O=C(Nc1ccccc1-c1ccccc1)NC1CCN(CC(=O)N2CCOCC2)CC1	2%	17	u	2%
COc1ccc(C2C(C#N)=C(N)OC3=C2C(=O)CCC3)c(OC)c1OC (centres undefined)	1%	-1	21	-4%
O=C1CCCC(O)=C1C1NCCc2ccccc21 (centres undefined)	-3%	1	65	-1%
Cc1ccc(/C=N/NC(=O)C2=NNC(c3ccccc3)(c3ccccc3)C2)c(O)c1	x	13[0.0738 µM]	-27	0%
CSc1nc(-c2ccccc2)nn1C(=O)c1ccc(Cl)cc1	1%	2	27	-3%
Cn1ccnc1SCc1nc2c(cnn2-c2ccccc2)c(=O)[nH]1	x	-2	147	8%
O=C(CC1COc2ccccc2O1)NCCc1ccccc1 (centres undefined)	-8%	1	50	-7%
S=C(Nc1cccc2ccccc12)NN1CCOCC1	-13%	-7	-13	0%
Cc1cc(-c2csc(NC(=O)c3ccccc3C(F)(F)F)n2)c(C)n1Cc1ccccc1	x	-7	11	8%
CCCCOc1ccc(-c2nnn(CCC(=O)N3CCOCC3)n2)cc1	20%	2	23	-2%
O=C(CCc1ccccc1)NNC(=O)c1ccccc1C(=O)O	x	x	-8	-2%
N/C(Cc1ccccc1Sc1ccccc1)=N\O	x	x	-3	-3%
N#Cc1ccc(CSc2nnc(-c3ccccn3)n2-c2ccc(Cl)cc2)cc1	4%	6	-8	-5%
CCOc1ccccc1NC(=O)C1CCN(S(=O)(=O)c2c(C)nn(C)c2C)CC1	6%	6	-9	7%
CCC(=O)c1cn(CC(=O)NCC2CCCO2)c2ccccc12 (centres undefined)	-4%	-4	28	-3%
COc1cc(CNC2CCCC2)cc(Cl)c1OCc1ccccc1F	53%[activator]	-1	36	-12%
CCOc1ccccc1OCCOCCOc1ccccc1[N+](=O)[O-]	x	x	-22	-3%
Cc1ccc2cc(C#N)c(SCC(=O)N3CCCc4ccccc43)nc2c1	x	x	8	-1%
COc1ccc(/C=C/C(=O)Nc2ccccc2C(F)(F)F)cc1	x	x	53	8%
CCCCn1c(=N)n(CC(=O)C(C)(C)C)c2ccccc21	16%	-2	2	0%
O=C(Cn1cnc2ccccc21)OCC(=O)N1CCCc2ccccc21	9%	13	-19	-1%
CCc1ccccc1N(C1=NCCCS1)S(=O)(=O)c1ccc(C(C)(C)C)cc1	x	x	u	4%
O=c1[nH]cnc2c1ncn2C1CC(O)C(CO)O1 (centres undefined)	1%	x	x	-2%
CC(NC(=O)CCC(=O)N1CCN(S(=O)(=O)c2ccc(Cl)cc2)CC1)c1ccccc1 (centres undefined)	x	x	-13	-2%
Cc1cc(C)cc(C(=O)NCC(=O)OCC(=O)N(C)C2CCS(=O)(=O)C2)c1 (centres undefined)	x	x	-18	0%
Cn1nc(SCC(=O)O)sc1=S	-2%	-2	-10	-4%
COc1cccc(Nc2ncccc2C(=O)NCc2ccccc2)c1	-11%	5	11	-2%
O=C(CS(=O)(=O)c1cn(Cc2ccc(Cl)cc2)c2ccccc12)N1CCCCC1	-6%	2	u	-8%
Cc1[nH]n(-c2ccccc2)c(=O)c1N=Nc1ccccc1C(=O)N1CCOCC1	x	x	30	-1%
Cc1ccc(NC(=O)CCc2ccc(S(=O)(=O)NC3CCCCC3)cc2)cc1	-10%	-2	15	3%
COC(=O)c1ccc(C(=O)OC)nc1	-12%	5	-1	-1%
COc1ccc(N(CC(=O)Nc2cccc(N(C)S(C)(=O)=O)c2)S(C)(=O)=O)cc1OC	-3%	-2	-23	3%
CCC[C@@H]1C[C@@]1(CCC)C(NP(=O)(c1ccccc1)c1ccccc1)c1ccc(Cl)cc1 (some centres undefined)	0%	x	x	-11%
CN=C(Nc1cccc(OC)c1)SC1CC(=O)N(c2ccc(C(=O)O)cc2)C1=O (centres undefined)	x	x	53	-4%
O=C(c1ccccc1C(=O)N(c1ccccc1)c1ccccc1)N1CCCCC1	x	x	-17	-2%
COc1ccc(N2C(=O)C3CCCN3C2c2cccc(OC)c2OC)cc1 (centres undefined)	7%	1	14	-1%
Cc1ccc(-n2ncc3c(=O)n(Cc4cccnc4)cnc32)cc1	2%	-5	22	-5%
CN(C)c1nc(N2CCN(c3ccccc3)CC2)c(C#N)c(=O)o1	1%	-1	-22	3%
CN(C)C1C(=O)C(C(N)=O)=C(O)[C@@]2(O)C(=O)C3=C(O)c4c(O)ccc(Cl)c4C(O)[C@H]3C[C@@H]12 (some centres undefined)	-3%	x	x	-1%
Cc1cccc(Cn2c(=O)n(-c3ccc(CC(=O)NCc4ccco4)cc3)c(=O)c3sccc32)c1	-10%	4	u	9%
CN(C(=O)COC(=O)c1cc(-c2ccccc2Cl)nc2ccccc12)C1CCS(=O)(=O)C1 (centres undefined)	x	6	32	-6%
O=C(O)c1ccc(Cl)c(Cl)c1	-6%	x	x	-2%
Cc1ccc(S(=O)(=O)Nc2ccccc2-c2ccccc2NS(=O)(=O)c2ccc(C)cc2)cc1	u	3	u	-13%
CCC(CC)c1nnc(NC(=O)c2c(-c3ccccc3)noc2C)s1	-19%	2	64	0%
COc1cccc(-n2c(COc3ccc(C)cc3)nnc2SCC(N)=O)c1	-8%	-9	17	1%
COC(=O)CNC(c1ccccc1)c1cc(Br)ccc1NC(=O)CNC(=O)OCc1ccccc1 (centres undefined)	x	6	-6	-11%
Cc1ccc(NC(=O)N/C=C/c2ccco2)c(C)c1	-2%[11.4 µM]	u	21	-3%
O=C(COC(=O)CCC(=O)c1ccc(F)cc1)Nc1ccc(N2CCOCC2)cc1	8%	-3	-4	-2%
COc1ccccc1-c1nnc(SCC(=O)Nc2ccc(S(N)(=O)=O)cc2)n1C	7%	-7	46	-1%
COc1ccc(C2NC(=O)NC(O)(C(F)(F)F)C2C(=O)c2ccc(C)cc2)cc1 (centres undefined)	-3%	18	-9	-13%
CC(NC(=O)c1cc2ccccc2o1)c1cccs1 (centres undefined)	3%	3	5	3%
O=C(Nc1ccccc1)c1ccc[nH]1	x	x	u	2%
Cc1ccccc1-n1nc(C)c2cc(C(=O)N3CCN(S(=O)(=O)c4ccc(F)cc4)CC3)sc21	-3%	7	37	3%

More compounds.
SMILES	ALOX15B inhib	IMPase cell inh	PNC inhibitor	12-hLO inh
CCOC(=O)N1CCC(N2CC34C=CC(O3)C(C(=O)Nc3ccc(C)cc3)C4C2=O)CC1 (centres undefined)	0%	2	1	-10%
COc1ccc(-c2nnc(-c3cc4ccccc4oc3=O)o2)cc1	x	-1	392	-10%
O=C(O)CCCCCNc1nc(=S)[nH]c2ccccc12	9%[11.4 µM]	-10[1.84 µM]	-12	2%
N#C/C(=C/c1ccc2c(c1)OCO2)C(=O)NCCc1c[nH]c2ccccc12	-5%[11.4 µM]	u	7	-15%
Cc1cc2c(=O)n(CC(=O)N3CCN(c4ccccc4)CC3)cnc2s1	2%[2.29 µM]	0	-122*	-5%
CCCN1[C@H](C(=O)OC)C[C@@]2(O)[C@@H](O)[C@@H](O)[C@@H](O)C[C@@H]12	19%	x	x	7%
CN(C)CCCNC(=O)c1ccc(-c2nc(-c3ccc(Cl)cc3)cs2)cc1	40%[activator]	3	-22	2%
CCn1cc(C(=O)NC2CC3CCC2C3)c(=O)c2ccc(C)nc21 (centres undefined)	-2%	-5	-10	-4%
N#CCOc1ccc(C2=NO[C@@H]3[C@@H]4C[C@@H]([C@H]5C(=O)N(c6ccc7c(c6)OCO7)C(=O)[C@@H]45)[C@H]23)cc1	x	10	-91*	-5%
Cc1ccnc(-n2c(CCN3C(=O)c4ccccc4C3=O)nc3ccccc3c2=O)c1	1%	-9	u	-4%
CC(C)CNS(=O)(=O)c1ccc(S(=O)(=O)N2CCC3(CC2)OCCO3)cc1	x	9	38	7%
CCCCN(Cc1ccco1)C(=O)Cn1ncc2c(=O)oc3ccc(C)cc3c21	-7%	-1	-3	0%
CNS(=O)(=O)c1ccc(Cl)nc1	x	x	17	4%
O=c1c(C(c2ccccc2)c2c(O)nc3n(c2=O)CCS3)c(O)nc2n1CCS2	x	x	-24	-2%
CC(C)n1c(NCc2cc(Cl)ccc2O)nc2ccccc21	21%	9	u	-4%

Ordered by heavy-atom count (high to low): 4 of the compounds above
SMILES	ALOX15B inhib	IMPase cell inh	PNC inhibitor	12-hLO inh
N#CCOc1ccc(C2=NO[C@@H]3[C@@H]4C[C@@H]([C@H]5C(=O)N(c6ccc7c(c6)OCO7)C(=O)[C@@H]45)[C@H]23)cc1	x	10	-91*	-5%
O=c1c(C(c2ccccc2)c2c(O)nc3n(c2=O)CCS3)c(O)nc2n1CCS2	x	x	-24	-2%
Cc1cc2c(=O)n(CC(=O)N3CCN(c4ccccc4)CC3)cnc2s1	2%[2.29 µM]	0	-122*	-5%
CC(C)n1c(NCc2cc(Cl)ccc2O)nc2ccccc21	21%	9	u	-4%

New compounds follow.
SMILES	ALOX15B inhib	IMPase cell inh	PNC inhibitor	12-hLO inh
CC(C)(C)C(=O)NCCN1CCN(C(=O)C(C)(C)C)CC1	x	x	16	-3%
Cc1cc(OCC(=O)Nc2ccc3c(c2)OCCO3)ccc1Cl	9%	-6	-12	-13%
Cc1ccc(-n2c(SCC(=O)N3CCOCC3)nnc2-c2ccncc2)cc1	-1%	3	-4	1%
COc1ccccc1NC(=O)c1cccs1	-10%	3	u	-6%
COc1ccc(NS(=O)(=O)c2ccc(N3CCCC3)c(NC(=S)Nc3cccc(C)c3C)c2)cc1	x	x	u	u
COCC(=O)N1CCC[C@@]2(CCN(c3ccccn3)C2)C1	2%	x	x	-2%
COc1ccc(-n2c(N)c(C(=O)NCC3CCCO3)c3nc4ccccc4nc32)c(OC)c1 (centres undefined)	-26%	8	12	-7%
Cc1ccc(C(=O)Nn2c(O)c(C=C3N=c4ccccc4=N3)sc2=S)cc1	x	9	u	-2%
CC(C)(C)c1ccc(C(=O)NC(=S)Nn2cnnc2)cc1	x	0	-2	-10%
Cc1cc(C(F)(F)F)c2c(=O)[nH]c(=O)n(Cc3ccccc3)c2n1	-12%	0	27	-4%
CCOC(=O)Nc1nnc(-c2ccc(OC)c(OC)c2)s1	1%	4	-19	-2%
Cc1onc(-c2ccccc2)c1C(=O)Nc1nnc(COc2ccc(Cl)cc2)s1	2%[2.29 µM]	1	u	-11%
O=C(c1cc(-c2cccs2)on1)N1CCOCC1	4%	-4	-21	-3%
O=C(NC1CCCCC1)C1CCN(S(=O)(=O)c2cccc3nsnc23)CC1	-5%	3	-11	-4%
O=C(O)C(Cc1ccccc1)n1cccc1 (centres undefined)	2%	4	u	0%
